Bioassay records (PubChem BioAssay)
M17LAP inhibition – P. falciparum M17LAP inhibitors, primary screen, biochemical, fluorogenic H-Leu-NHMec substrate, 1536-well (AID 1619) | inhibition, % at 30 µM, or IC50 in µM where a hit was titrated | 220,000 tested, 0.38% active | recombinant M17LAP, H-Leu-NHMec fluorogenic kinetic assay; higher % means a stronger effect;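 active means compound inhibiting the enzyme by more than half at any dose during confirmatory dose-response retesting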;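 further: plate controls were full reaction with DMSO carrier for no effect and no enzyme background for full effect; strong numbers were not always called active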
Dynein transport – blocks dynein driven cargo transport along microtubules | 3617.4 mouse cells, GR-EGFP nuclear translocation imaging; test concentration mostly 20 µM; stimulated with dexamethasone, 1 µM; active compounds read low | z-score, hits read low | 220,000 tested, 0.47% active;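 active means plate z-score of nuclear minus cytoplasmic receptor signal below a set negative limit, without overly bright fluorescence or cell loss, cut at about -3.5 in these data, passing the limit was not always enough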;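 further: z-score of nuclear minus cytoplasmic ring GR-EGFP intensity difference per well; some compounds called inactive have numbers as strong as hits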
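Buffer or medium: tetracycline-free induction medium containing charcoal-stripped FBS / Reagent: dexamethasone agonist, 1.0 µM final, for 30 min / Technique: automated 10x imaging of fixed Hoechst-stained cells / Times: induction 48 h, compound 1 h, agonist 30 min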
NOD1 inhibition – NOD1 signaling inhibitors, primary screen, cell-based, luminescence, uHTS (AID 1578); 290,000 tested, 1% active; inhibition, % at 4 µM, or EC50 in µM where a hit was titrated; NOD1-driven NF-kB luciferase reporter cells, luminescence; higher % means a stronger effect; in the data active means inhibition mostly above about 36%, no sharp cut-off; inactive means mostly below about 34%;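 further: HEK-293T reporter cells stimulated with the NOD1 agonist gamma-tri-DAP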
MT stabilizer – microtubule stabilizers in HeLa cells; HeLa tubulin immunostaining HCS, 24 h; share of cells brighter than vehicle mean+2SD; % tubulin-high responders, % at 10 µM; 200,000 tested, 0.83% active;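 active means plate Z-score above 3 for both tubulin-high and condensed-nucleus cell shares, with cell loss under 80%, at 10 µM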;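 further: anti alpha tubulin signal scored within the nucleus-defined area of each cell; some results filed as inactive read as strong as hits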
Ins promoter up – MIN6 insulin promoter up-regulation. AID 1625. 190,000 tested, 0.3% active. MIN6 insulin promoter-GFP reporter, high-content imaging; active compounds read high. z-score at 5 µM;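 active means z-score above 3 at 5 µM with at least 500 cells counted in the well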
Yfh1-off respiration – mitochondrial function rescue without frataxin homolog – Friedreich's ataxia, plus single-dose screen, dose response (AID 1465); S. cerevisiae Yfh1-off respiration, WST-1 reduction, 72 h; higher fold induction means a stronger effect; fold induction at 50 µM; hits with a dose series show EC50 in µM; 220,000 tested, 0.074% active;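 active means fold induction of absorbance versus untreated yeast above a set limit, then at least 30% activation at any dose in follow-up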;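 further: activators that raise dye reduction in frataxin-depleted yeast; strong numbers were not always called active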
b-catenin transl – alters nuclear translocation of beta-catenin in HeLa cells; immunofluorescence imaging; nuclear translocation activity, % at 5 µM; 190,000 tested, 0.3% active; AID 1665;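 active means nuclear translocation activity above 50% at 5 µM, with a well cell count of 50 or more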;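 further: per-cell ratio of nuclear to cytoplasmic median beta-catenin stain intensity; plate controls were DMSO negative control for no effect and GSK-3 inhibitor IX positive control for full effect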
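assay system = human HeLa cells, endogenous beta-catenin | times = compound treatment 24 h, 37°C, 5% CO2 | detection = Anti-beta-catenin immunofluorescence on PFA-fixed, Triton-permeabilized cells, DAPI nuclei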
HEK293 NOD2/NF-kB – inhibition of NOD2-driven NF-kB reporter – cell-based, luminescence, uHTS, HEK293 (AID 1566). HEK293 NOD2/NF-kB luciferase reporter, luminescence; higher % means a stronger effect. 290,000 tested, 0.63% active. inhibition, % at 4 µM, or EC50 in µM where a hit was titrated; in the data active means inhibition above about 50%; further: many of its hits are not listed in these tables
Autophagy mod – autophagy modulation, high-content screen | MEF GFP-LC3 puncta imaging; test concentration mostly 10 µM | calls only at 10 µM (by protocol) | 190,000 tested, 0.98% active | AID 463193;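 active means percentage of spot-positive cells more than 3 SD above its plate mean, without a fluorescence outlier flag or 80% toxicity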;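 further: spot-positive cell cutoff set from DMSO-treated cells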
Dynein transport cytoplasmic EGFP – further read-out of Dynein transport, marked with its call; z-score; measured here: cytoplasmic GR-EGFP intensity; active compounds read high
Dynein transport nuclear GR-EGFP – also measured in Dynein transport; calls as there; z-score; measured here: nuclear GR-EGFP intensity;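 lower value marks the stronger effect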
Dynein transport cell count – second read-out of Dynein transport, no call of its own (marks repeat the call); z-score; measured here: cell count per field
Ins promoter up cell count – also measured in Ins promoter up; calls as there; cell count; measured here: cytotoxicity, nuclei count;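 total cells summed across four imaged fields per well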
b-catenin transl cell count 5 µM – further read-out of b-catenin transl, marked with its call; cell count; measured here: cell count, cytotoxicity flag
MT stabilizer Hoechst-high % – second read-out of MT stabilizer, no call of its own (marks repeat the call); % Hoechst-high responders; measured here: nuclear condensation Hoechst responders;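 share of cells brighter than vehicle mean plus two SD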
MT stabilizer cytotoxicity % – second read-out of MT stabilizer, no call of its own (marks repeat the call); toxicity, %; measured here: cytotoxicity by cell density;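 0% = mean cell density of plate MIN control wells and 100% = no cells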
Autophagy mod cell loss 18 h – second read-out of Autophagy mod, no call of its own (marks repeat the call); toxicity, %; measured here: cell loss, nuclei count;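 cell loss after 18 h compound exposure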
* marks the source's active call; other numbers are inactive results; i = inactive; · = not tested or not shown; + = active, no number. This is a subset; rates above refer to the full screens.

SMILES	M17LAP inhibition	Dynein transport	Dynein transport cytoplasmic EGFP	Dynein transport nuclear GR-EGFP	Dynein transport cell count	NOD1 inhibition	MT stabilizer	MT stabilizer Hoechst-high %	MT stabilizer cytotoxicity %	Ins promoter up	Ins promoter up cell count	Yfh1-off respiration	b-catenin transl	b-catenin transl cell count 5 µM	HEK293 NOD2/NF-kB	Autophagy mod	Autophagy mod cell loss 18 h
O=C(C1CCC(CNS(=O)(=O)c2cccs2)CC1)N1CCCCC1 (stereo not given)	13.0%	0.219	0.109	0.466	-0.265	10.5%	1.8	1.2	8.1	-0.67	994	i	-0.8	979	15.8%	i	7.7
CCNS(=O)(=O)c1ccc2nc(NC(=O)c3cccnc3)sc2c1	37.9%	1.08	-0.223	0.623	-0.281	-22.0%	5.1	2.9	4.8	-1.14	1283	i	-0.4	1221	-17.8%	i	-6.6
CCOc1ccc2nc(NCCCNC(=O)c3cc(OC)c(OC)c(OC)c3)c(C#N)cc2c1	1.7%	-0.106	-0.243	0.489	-0.777	-11.4%	·	·	·	-0.99	901	i	0.5	1290	5.8%	·	·
Cc1cccc(NC(=O)CC2NC3CCCCC3NC2=O)c1 (stereo not given)	18.3%	-0.339	-0.161	-0.125	0.3	-7.4%	3.0	2.7	14.0	0.63	1580	i	-0.9	1047	4.0%	i	0.9
Cc1ccc(NC(=O)CN2C(=O)N/C(=C/c3ccc(C)s3)C2=O)cc1	-4.0%	-1.17	5.79	1.24	-1.17	-15.4%	3.1	2.9	9.3	1.03	1374	i	-0.2	1190	-6.9%	+	0.7*
CC1=CC2=NC(=O)CC(C)(C(=O)N(CC(=O)NC(C)(C)C)Cc3cccs3)N2C=C1 (stereo not given)	-37.4%	3.08	-0.199	0.805	-1.64	4.9%	2.5	0.9	1.7	·	·	i	·	·	12.4%	i	15.0
O=C1C=C(NCc2ccc(Cl)c(Cl)c2)C2(CCCCC2)O1	12.7%	-0.439	-0.219	-0.369	0.316	5.6%	2.5	1.7	11.5	1.78	1435	i	-2.0	1003	3.9%	i	-1.8
COc1ccc(S(=O)(=O)N2CCN(C3Cc4ccccc4C3)CC2)cc1	-1.4%	0.334	-0.253	0.37	0.521	-10.8%	2.5	1.5	1.3	·	·	i	1.6	1036	0.9%	i	-6.4
O=C(C1CCN(S(=O)(=O)c2cccs2)CC1)N(c1ccccn1)C1CCCCC1	-5.7%	-0.119	-0.273	-0.155	0.587	-5.9%	1.3	2.2	5.0	1.4	1223	i	-0.8	1077	6.3%	i	3.2
COc1ccc(-c2[nH]ncc2CN(C)Cc2cnccn2)c(OC)c1	-2.5%	0.0754	-0.283	-0.256	-1.16	-20.9%	1.9	1.8	11.9	-0.55	1332	i	0.7	1477	9.1%	i	-1.6
Cc1ccc2ncccc2c1N	2.4%	1.49	-0.274	1.1	-1.16	-9.6%	2.8	1.5	2.8	-0.04	1283	i	-1.2	1122	14.0%	i	-22.7
COC(=O)c1ccsc1NC(=O)CSc1nnnn1-c1ccccc1SC	0.0%	-1.16	0.0704	-0.464	0.724	18.0%	2.4	1.1	4.7	1.24	1168	i	·	·	36.7%	i	-0.1
CCNc1nc(NC(C)(C)C)nc(N(CC)n2cnnc2)n1	7.0%	-0.399	-0.205	-0.0718	-0.154	5.7%	1.1	2.0	10.7	·	·	i	·	·	10.5%	i	-9.9
O=C(CSc1nnc(Cc2cc(=O)[nH]c(=O)[nH]2)n1-c1ccc(Cl)cc1)N1CCc2ccccc21	-1.6%	0.274	0.0509	-0.171	0.733	-29.7%	4.3	2.2	6.6	-0.02	1336	i	1.3	1123	-0.6%	i	2.5
O=C(O)CCC(=O)NNC(=O)c1ccc(-c2ccccc2)cc1	19.8%	0.297	-0.261	0.218	-0.1	-10.6%	2.2	1.9	2.5	-0.23	1236	i	-5.4	512	2.9%	i	0.9
CCc1nc2ccccc2n1CC(O)COCC1CC=CCC1 (stereo not given)	-2.9%	1.17	-0.322	1.37	-1.55	-13.8%	2.7	2.5	3.0	-0.33	1346	i	0.1	1600	-7.7%	i	3.6
COc1ccc(C2c3c(oc4ccccc4c3=O)C(=O)N2c2ccc(C)cn2)cc1OC (stereo not given)	0.9%	-0.672	-0.219	-0.0936	0.115	-4.6%	4.9	2.6	6.2	0	1071	i	0.2	1051	-2.1%	·	·
CCc1ccc(NC(=O)C(C)Oc2nnc(-c3cccs3)c(-c3cccs3)n2)cc1 (stereo not given)	0.6%	-0.258	-0.194	-0.135	0.225	6.6%	2.0	1.6	5.8	-0.68	920	i	-3.3	1226	11.9%	i	-0.7
O=C1Nc2ccccc2C(=O)N2CCCCC12 (stereo not given)	-16.1%	0.333	-0.309	0.416	0.0073	-26.8%	1.6	2.0	10.1	-0.26	1512	i	-0.3	1106	15.8%	i	-8.1
N#Cc1c2n(c3c(=O)n(Cc4ccc(Cl)cc4)cnc13)CCCC2	-11.8%	-0.277	-0.0892	0.3	-0.955	-10.4%	3.8	2.9	14.2	0.7	1264	i	-0.4	1140	7.8%	i	-27.9
COc1ccc(OC)c(NC(=O)C2CCN(c3nc(C)cc(C)n3)CC2)c1	-3.6%	-0.0243	0.243	0.0436	0.403	-4.3%	1.9	2.6	7.5	0.81	1297	i	-6.6	827	8.1%	i	-12.6
CCN(CC)C(=O)NC(c1ccc(C)c(F)c1)C(Cl)(Cl)Cl (stereo not given)	-0.5%	-1.04	0.906	-0.638	1.12	-5.2%	3.0	2.6	1.3	0.06	1154	i	-0.1	914	-9.0%	i	-7.1
COc1ccc2c(c1OC)C(=O)NC(C)=C(C(=O)OC(C)(C)C)C2O (stereo not given)	21.2%	-1.48	-0.214	-0.506	0.737	37.9%	1.2	1.3	10.9	2.39	1645	i	-1.1	1097	-4.7%	i	-0.7
COc1ccc(CCN2C(=S)N(C)C(=O)C2CC(=O)Nc2ccc(F)cc2)cc1 (stereo not given)	3.1%	0.362	-0.212	-0.0363	-0.0416	-2.9%	·	·	·	-0.14	1402	i	-1.6	1007	7.2%	·	·
Cc1ccc(COC(=O)c2nn(C)c(=O)c3ccccc23)cc1	-8.8%	0.29	-0.202	-0.182	0.162	-2.5%	4.2	2.3	5.6	-0.26	1340	i	7.3	874	8.1%	i	4.6
Next results follow:
SMILES	M17LAP inhibition	Dynein transport	Dynein transport cytoplasmic EGFP	Dynein transport nuclear GR-EGFP	Dynein transport cell count	NOD1 inhibition	MT stabilizer	MT stabilizer Hoechst-high %	MT stabilizer cytotoxicity %	Ins promoter up	Ins promoter up cell count	Yfh1-off respiration	b-catenin transl	b-catenin transl cell count 5 µM	HEK293 NOD2/NF-kB	Autophagy mod	Autophagy mod cell loss 18 h
CCOc1cc(NC(=O)C2CCCO2)c(OCC)cc1NC(=O)C1CC1 (stereo not given)	9.4%	-0.598	-0.225	0.0142	0.437	-5.5%	2.6	1.0	6.9	0.11	1175	i	7.4	1111	14.4%	i	-7.7
Cc1cc2nnc(SC3CCOC3=O)n2c2ccccc12 (stereo not given)	1.1%	-0.267	-0.267	0.685	0.114	2.5%	2.3	1.6	5.9	-0.27	1326	i	-4.8	928	12.3%	i	-45.0
COc1ccc(C/C(C)=N/NC(=S)Nc2ccc(C(C)C)cc2)cc1	-10.1%	0.605	-0.149	0.491	-0.316	-32.9%	3.8	1.8	7.2	0.52	1260	i	0.3	925	6.2%	i	5.9
CN(C)/C=C/C(=O)c1cc(F)cc(C(F)(F)F)c1	12.5%	-0.29	-0.379	-0.166	-0.326	-23.7%	2.5	3.6	7.1	0.24	1491	i	0.4	1599	14.9%	i	8.3
O=C1CCCN1c1ccc(S(=O)(=O)Oc2cccc(Cl)c2)cc1[N+](=O)[O-]	5.9%	-0.821	-0.111	-0.66	0.953	7.3%	1.3	1.8	12.4	·	·	i	·	·	10.7%	i	7.7
CCc1ccc(/C=C(\Cl)c2nc3cc(Cl)ccc3c(=O)[nH]2)cc1	-6.1%	-0.36	-0.269	-0.194	0.944	-10.4%	2.8	3.1	15.1	-0.04	1216	i	3.4	486	-1.8%	i	-1.9
O=C(O)c1ccc(/C=C/c2nc3sc4c(c3c(=O)[nH]2)CCC4)cc1	8.1%	2.07	0.385	1.19	-1.36	-24.4%	2.1	4.8	6.9	0.23	1144	i	-5.1	1191	11.1%	i	-3.0
CC1(C)CC(=O)C2=C(C1)N(c1ccccc1)C(=O)C2(O)C(F)(F)F (stereo not given)	27.1%	0.486	-0.289	-0.178	-0.407	-18.4%	4.7	2.9	8.2	0.71	1281	i	2.9	545	15.1%	i	3.6
O=S(=O)(NCc1cccc(C(F)(F)F)c1)NCc1ccccc1F	1.8%	-0.965	-0.0478	-0.42	0.262	-60.7%	2.3	1.6	5.0	0.14	1179	·	-0.1	1146	-5.4%	i	0.7
CCOC(=O)C(C)c1c(C)[nH]c(=S)[nH]c1=O (stereo not given)	0.7%	-1.06	-0.151	-0.404	0.233	10.5%	1.9	1.0	8.5	-0.8	837	·	0.4	1205	19.5%	i	-5.2
COc1ccc(C2C(C#N)=C(N)Oc3cc4c(cc32)OCO4)cc1 (stereo not given)	-6.6%	1.64	0.0425	0.785	-0.771	5.8%	2.2	0.9	15.0	-0.9	1232	i	·	·	6.8%	i	14.2
CCn1nnnc1SCC(=O)c1ccc(C)cc1	13.8%	1.63	-0.184	0.838	-1.66	-43.3%	6.1	2.2	2.5	·	·	i	-5.5	578	-14.2%	i	-0.6
CC1CCCC(NC(=O)COC(=O)CCSc2ccccc2)C1C (stereo not given)	-8.9%	0.298	-0.169	0.27	-0.77	-19.3%	2.9	2.9	3.5	-0.46	1251	i	-3.6	1200	18.1%	i	17.6
